Compound activity from PubChem.
TNFa cytotox = cytotoxicity in TNFa-stimulated HUVEC, primary screen, cytotoxicity control for VCAM1 expression modulator project, imaging, Hoechst nuclei count. HUVEC TNFalpha-stimulated, Hoechst cell count. cell count reduction, % at 2 µM. actives 0.17% (n = 93,000);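 active = cell count reduction exceeding the screen mean by over 5 SD, scaled to untreated wells per plate, cut at about 78% in these data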;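 also: cells counted after 24 h of TNF alpha exposure following the 1 h pretreatment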
MT1-MMP txn act = MT1-MMP promoter reporter activation – cell-based, luciferase luminescence, primary screen | HT1080 MT1-MMP promoter luciferase reporter, overnight; active compounds read high | activation factor at 10 µM | actives 0.16% (n = 86,000) | AID 750, 2007;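 active = activation factor of at least 2 for MT1-MMP transcription at 10 µM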
hDAT+cocaine = changed hDAT dopamine uptake under cocaine IC80, either direction, primary screen, cocaine antagonist project, cell-based, LLC-PK1 hDAT, [14C]-dopamine uptake, MLSMR. Sodium-dependent dopamine transporter (Homo sapiens), Q01959. LLC-PK1 hDAT cells, [14C]-dopamine uptake with cocaine IC80; actives deviate in either direction. B-score at 10 µM. actives 1.3% (n = 110,000). AID 449768, 2010;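 active = Z score or B-score, a plate-position-corrected score, falls beyond the plate's 99.7% confidence bounds, in either direction; inactive = both scores lie inside the 99.7% bounds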;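 also: scored against the spread of the other compound wells on the same plate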
Target sequence (Q01959 whole entry, looked up): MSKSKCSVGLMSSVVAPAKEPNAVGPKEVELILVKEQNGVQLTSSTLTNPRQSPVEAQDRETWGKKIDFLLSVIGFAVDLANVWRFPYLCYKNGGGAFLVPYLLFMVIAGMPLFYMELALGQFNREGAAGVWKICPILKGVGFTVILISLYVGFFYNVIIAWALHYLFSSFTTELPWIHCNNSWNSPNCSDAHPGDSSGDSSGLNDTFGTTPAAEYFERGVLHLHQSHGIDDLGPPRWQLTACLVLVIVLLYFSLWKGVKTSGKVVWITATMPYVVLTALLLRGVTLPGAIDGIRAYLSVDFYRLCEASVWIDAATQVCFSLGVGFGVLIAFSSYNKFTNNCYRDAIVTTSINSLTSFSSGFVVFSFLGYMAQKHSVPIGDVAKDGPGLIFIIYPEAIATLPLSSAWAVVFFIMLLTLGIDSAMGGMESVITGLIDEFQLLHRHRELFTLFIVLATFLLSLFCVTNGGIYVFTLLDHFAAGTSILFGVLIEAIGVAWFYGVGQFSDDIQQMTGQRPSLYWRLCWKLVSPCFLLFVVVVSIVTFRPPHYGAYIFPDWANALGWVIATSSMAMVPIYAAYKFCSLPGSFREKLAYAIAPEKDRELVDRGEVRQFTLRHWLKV
Candida biofilm = clotrimazole potentiators killing Candida biofilms, primary screen, with clotrimazole, Alamar Blue; actives 0.14% (n = 85,000); inhibition, % at 6 µM; C. albicans biofilm + clotrimazole; AID 834, 2007;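 active = inhibition above 20%; inactive = inhibition below 20%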;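 also: preformed 24 hr biofilms exposed to compound for 48 hr; 0% = biofilm without compound and 100% = blank killed by clotrimazole plus chlorhexidine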
VCAM1 TNFa inh = inhibitors of TNFa-induced VCAM1 expression, primary screen, imaging, HUVEC, TNFa stimulus, immunofluorescence; HUVEC TNFa-induced VCAM-1 immunofluorescence, high-content imaging; inhibition, % at 2 µM; actives 0.48% (n = 95,000); AID 802, 2007;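 active = inhibition above the batch mean plus 3 SD, with images confirmed as a hit by eye, cut at about 37% in these data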;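 also: 0% = TNF-stimulated DMSO wells and 100% = unstimulated control wells; not every result past the cut was called active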
PTPN22 inh 2 = PTPN22 phosphatase inhibitors, primary screen, biochemical, DiFMUP fluorescence, 2 µM | inhibition, % at 2 µM | Tyrosine-protein phosphatase non-receptor type 22 (Homo sapiens), Q9Y2R2 | recombinant LYP catalytic domain | actives 0.21% (n = 96,000);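 active = inhibition at 2 µM at or above a set limit, the screen mean plus 3 SD, cut at about 24% in these data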;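 also: 0% = DMSO with enzyme and 100% = enzyme fully blocked by orthovanadate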
Smad3 inh = Smad3/FoxH1 peptide binding inhibitors, primary screen, biochemical, TR-FRET. inhibition, % at 25 µM. AID 630, 2007. Mothers against decapentaplegic homolog 3 (Homo sapiens), P84022. TR-FRET Smad3/Dy647-FoxH1 peptide binding, europium anti-His. actives 0.29% (n = 88,000);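 active = compounds that reduce the energy-transfer binding signal between the protein and its labelled peptide by more than half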;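 also: 0% = Smad3 plus labelled peptide maximal FRET and 100% = peptide-only background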
Target sequence (P84022 whole entry, looked up): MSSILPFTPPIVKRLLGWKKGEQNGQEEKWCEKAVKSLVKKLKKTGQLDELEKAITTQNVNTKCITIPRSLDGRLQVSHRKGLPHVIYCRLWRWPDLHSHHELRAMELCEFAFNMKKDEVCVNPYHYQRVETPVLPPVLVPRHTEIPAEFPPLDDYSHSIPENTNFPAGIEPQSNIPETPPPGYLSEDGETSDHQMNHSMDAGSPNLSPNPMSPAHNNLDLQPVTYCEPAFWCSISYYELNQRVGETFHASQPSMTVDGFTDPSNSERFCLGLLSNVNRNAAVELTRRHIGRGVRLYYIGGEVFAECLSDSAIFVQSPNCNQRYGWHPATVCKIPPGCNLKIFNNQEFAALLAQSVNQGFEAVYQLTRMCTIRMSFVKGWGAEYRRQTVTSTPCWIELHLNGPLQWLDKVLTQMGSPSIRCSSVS
HUVEC tox IL1B = cytotoxicity in IL-1B stimulated HUVEC, primary screen, cytotoxicity control for IL-1B NFkB translocation project, imaging, Hoechst nuclear count, IL-1B stimulus | HUVEC cell count loss | cell count reduction, % at 2 µM | actives 0.41% (n = 94,000);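 active = cell count reduction more than 3 SD above the screen-wide mean, cut at about 70% in these data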;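 also: normalized per plate to untreated control cells as the no-loss baseline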
cytoskel mod = modifiers of F-actin cytoskeleton organization, primary screen, imaging, HUVEC, phalloidin staining, high-content imaging; AID 836, 2007; actives 0.18% (n = 91,000); inhibition, % at 2 µM; HUVEC TNFa F-actin phalloidin imaging;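 active = inhibition above the batch mean plus 3 SD and confirmed as a hit by visual image inspection, cut at about 30% in these data, passing the limit was not always enough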; also: strong numbers were not always called active
The depositor's hits bear a star; nt = not tested or not shown; [ ] = dose if it differs, or a comment. This is a subset; the hit share may differ from the screen's.

item	Molecule	TNFa cytotox	MT1-MMP txn act	hDAT+cocaine	Candida biofilm	VCAM1 TNFa inh	PTPN22 inh 2	Smad3 inh	HUVEC tox IL1B	cytoskel mod
1	CCn1cc(C(=O)OCC(=O)OC2CC(C)CCC2C(C)C)c(=O)c2ccc(C)nc21 (stereo unspecified)	-7	1.1	0.13	6	0	-4	12	-50	6
2	CCOC(=O)N1CCN(S(=O)(=O)c2ccc(OCC)c(C)c2)CC1	6	1.2	0.068	4	11	0	7	-4	-18
3	CCCCn1c(SCC(=O)N2CC(=O)Nc3ccccc32)nnc1-c1ccoc1C	nt	1.1	-1.2	9	nt	-2	6	10	nt
4	CCOC(=O)C(C(=O)OCC)N(C#N)c1nc(SC)nc(N(C)C)n1	-6	1	1.2	-3	0	-6	0	-29	-31
5	COc1cc(OC)c(NC(=S)Nc2cccc(C(C)=O)c2)cc1Cl	-37	nt	0.94	nt	6	8	nt	-3	3
6	CN(C)S(=O)(=O)c1ccc(N2CCCC2)c(C(=O)NCc2ccccc2)c1	-1	nt	0.21	-1	5	-8	-2	-23	11
7	CCCCn1nc2cc(C(=O)NCc3ccc(C(F)(F)F)cc3C(F)(F)F)ccc2c1OCC	11	nt	-0.37	nt	-2	2	nt	-7	-3
8	COc1ccc(OC)c(Nc2nc3nonc3nc2N2CCCCC2)c1	0	nt	nt	nt	0	13	nt	10	10
9	O=c1[nH]c2ccc(Cl)cc2c(-c2ccccc2)c1N1CCOCC1	nt	1.2	0.27	-8	nt	nt	3	nt	nt
10	O=c1c(-c2nc3ccccc3o2)c2oc3ccccc3n2c2ccccc12	nt	1	0.12	nt	42	8	nt	-11	-47
11	CCOC(=O)c1c(C#N)cnn1-c1ccc(C)cc1	-32	nt	-0.51	nt	12	8	nt	8	46
12	CC1CC(C)(C)NCCNC(C)CC(C)(C)NCCN1 (stereo unspecified)	-1	1	-0.78	0	1	-1	-14	22	-7
13	NNC(=O)c1nn(-c2ccc(Cl)cc2)ccc1=O	-5	nt	-0.75	nt	6	4	nt	-2	-23
14	COc1ccc(CC(=O)Nc2ccc(-c3nnc(-c4ccc(C)cc4)o3)cc2)cc1	-18	1.2	nt	0	-1	5	-14	-4	5
15	CC(=O)c1cccc(NC(=O)c2ccc(NS(C)(=O)=O)cc2)c1	nt	1.2	-0.45	6	-17	-7	2	-30	-7
16	CCOC(=O)C1=C(N)Oc2c(oc(CO)cc2=O)C1c1c(F)cccc1Cl (stereo unspecified)	1	0.9	1.2	2	-16	10	-14	15	17
17	N#CC(c1ccccc1)(c1ncc(C(F)(F)F)cc1Cl)N1CCOCC1 (stereo unspecified)	-23	nt	nt	nt	4	13	nt	-7	48
18	CC(C)C(=O)Nc1nnc(SCC(=O)NCc2cccs2)s1	-10	1	nt	1	9	-6	2	-5	-7
19	CCOC(=O)C1CCN(Cc2ccc(F)c(F)c2)CC1	-21	1.3	-1	4	-18	-4	4	nt	10
20	C/C(=N\NC(N)=S)C12CC3CC(CC(C3)C1)C2	15	1	-0.92	-2	31	-5	8	-7	-21
21	CC(O)CCC(=O)NCCNC(=O)CCC(C)O (stereo unspecified)	nt	1.1	0.012	12	nt	nt	-4	nt	nt
22	COc1ccnc(CSC(N)=Nc2ccccc2OC)c1	-37	1.3	0.51	-3	4	-4	5	-39	7
23	CC(=O)c1cccc(NC(=O)Nc2cccnc2)c1	16	1	0.031	-6	13	4	-5	-6	-4
24	CCn1cc(Br)c(C(=O)Nc2ccc(Cl)c(Cl)c2)n1	-19	1.3	1.1	7	-2	-16	4	-32	11
25	CC(=O)Nc1nnc(Cc2ccccc2)s1	-20	1.1	-0.53	2	-2	3	-4	-31	-19
26	Clc1ccc(NNc2ccnc3cc(Cl)ccc23)cc1	-23	nt	-0.85	nt	12	8	nt	-2	-38
27	N#Cc1ccccc1OCC(=O)NC(N)=O	-21	nt	-0.31	nt	-26	1	nt	1	-8
28	COc1ccc(C)cc1S(=O)(=O)N(C)CC(=O)NC1CCCCC1	3	1	-0.66	5	19	-4	2	18	-18
29	Cc1nc(CSc2ccc(Cl)cc2)cc(NCc2ccccc2)n1	-8	1.1	0.31	2	2	2	9	-3	nt
30	COc1ccccc1NC(=O)CN(C)S(=O)(=O)c1cc(C)ccc1OC	0	1.1	-0.31	4	-21	10	-18	10	-4
31	O=C(O)c1ccc(N2Cc3ccccc3C2)cc1O	-2	nt	1.3	nt	-45	1	nt	2	4
32	CC(C)(C)N(C(=O)Cn1nnc(-c2ccc(F)cc2)n1)C(C(=O)NC1CCCC1)c1ccncc1 (stereo unspecified)	-18	1	-0.17	10	4	-1	-3	-21	2
33	CCS(=O)(=O)Nc1ccc(C(=O)c2ccccc2)cc1	-7	1.1	0.36	5	-10	-4	-4	2	5
34	N=c1c2c3c(sc2nc2n1CCCCC2)CCCC3	1	1.4	-0.057	14	-5	7	6	12	10
35	N#Cc1cc2c(nc1SCC(=O)Nc1sc3c(c1C#N)CCC3)CCCC2	-29	1.5	-0.71	5	30	0	10[fluorescence artefact?]	10	16
36	O=C(CCn1nc(-c2ccccc2)ccc1=O)N1CCCC1	6	1.1	nt	nt	-11	-3	nt	-4	-14
37	Fc1ccccc1C(c1nnnn1Cc1ccc2c(c1)OCO2)N1CCN(Cc2ccccc2)CC1 (stereo unspecified)	-10	0.9	1.3	-2	5	-12	-7	-7	-1
38	O=C(O)c1cnn2c(C(F)F)cc(C3CC3)nc12	-30	1.2	-0.4	4	5	5	5	14	-8
39	Cc1ccc2c(C)[nH]c(=O)cc2c1	-6	0.9	0.22	5	2	-5	6	1	10
40	O=C(CSc1nnc(-c2ccco2)o1)NC(=O)C1COc2ccccc2O1 (stereo unspecified)	nt	1.2	0.029	0	nt	nt	-4	nt	nt
41	Cc1cccc(NC(=O)c2ccc3ccccc3n2)n1	nt	1.7	-0.0015	7	nt	nt	11	nt	nt
42	Cc1ccc(-c2noc(CCC(=O)NCCc3ccccc3Cl)n2)cc1	-6	1.2	-0.75	0	-9	-1	10	16	8
43	NC(=O)CN1CCOCCOCCOCCOCCOCC1	-1	1.1	-0.39	2	-20	7	-14	-1	-23
44	COc1ccc(N2CCN(S(=O)(=O)c3ccc(Br)s3)CC2)cc1	-16	1.1	-0.13	6	0	2	-4	-17	-13
45	O=C(Nc1ccc(Cl)cc1)NC1CCCCC1	-17	1.8	-0.13	2	1	-1	1	-8	19
46	N#CC1=C(N)OC2=C(C(=O)CCC2)C12C(=O)N1CCCc3cccc2c31 (stereo unspecified)	-15	1.1	-0.0073	6	12	0	12	7	6
47	Cc1nc(SCCC(=O)O)c2ccccc2n1	nt	1.1	-0.77	-6	nt	nt	10[fluorescence artefact?]	nt	nt
48	COc1cc(NC(=O)CN(c2ccc(C)cc2)S(=O)(=O)c2c(C)nn(C)c2C)cc(OC)c1	3	1.3	-0.33	-1	4	-1	14	-23	1
49	Cc1ccc(NC(=O)CSCC(=O)Nc2ccc(N3CCOCC3)c(Cl)c2)cc1	14	0.9	0.59	-3	-10	-2	-2	41	-1
50	Cc1ccc(NC(=O)c2ccc(OC(=O)c3ccco3)cc2)cc1	-2	1.1	-0.51	8	4	-4	-4	4	-4

Continued:
item	Molecule	TNFa cytotox	MT1-MMP txn act	hDAT+cocaine	Candida biofilm	VCAM1 TNFa inh	PTPN22 inh 2	Smad3 inh	HUVEC tox IL1B	cytoskel mod
51	CCOC(=O)c1c(NC(=O)CSc2nnnn2-c2ccc(OC)cc2)sc(C)c1C	-21	1.1	0.42	-2	26	7	-6	17	nt
52	Cc1ccc(CNC(=O)CN2C(=O)COc3ccc(C)cc32)cc1	3	1.1	-0.021	8	-5	-1	-6	-108	-22
53	C/C(Cl)=C/Cn1c(NCCCn2ccnc2)nc2c1c(=O)[nH]c(=O)n2C	-2	1.3	0.089	9	5	-4	1	-5	-20
54	CCn1c(SCC(=O)NC(=O)Nc2ccc3c(c2)OCCO3)nnc1-c1cccs1	-11	1.2	-0.94	4	10	10	10	8	nt
55	O=C(NCC1CCCO1)C1CCN(S(=O)(=O)N2CCCC2)CC1 (stereo unspecified)	-23	1.1	0.38	8	-4	2	-2	-121	17
56	CCCS(=O)(=O)c1c(S(=O)(=O)CCC)c2c(N)cccn2c1C(=O)c1ccccc1	-4	1.2	0.49	7	7	-4	-2	2	5
57	O=C1c2ccccc2C(Nc2ccc3c(c2)OCCO3)N1Cc1ccccc1 (stereo unspecified)	-14	1.1	-0.39	-3	14	4	0	-21	4
58	CCOC(=O)C(CCCOc1ccc(C)cc1)C(=O)OCC	-10	1.1	-0.25	4	-7	-9	1	nt	3
59	CCC(=O)c1cc(F)c(N2CCN(S(=O)(=O)c3ccccc3)CC2)cc1C	1	nt	0.032	6	-15	12	7	-115	-15
60	Cc1ccc(C(=O)NCc2ccco2)cc1Br	-4	nt	2.3	3	7	4	1	11	8
61	O=[N+]([O-])c1ccc(-c2ccc(/C=N/c3c(-c4ccco4)nc4ccccn34)o2)c(Cl)c1	0	nt	nt	nt	6	4	nt	10	22
62	COC(=O)c1ccc(C2c3c(n[nH]c3C)C(=O)N2c2ccc(C)cc2)cc1 (stereo unspecified)	-27	0.9	0.27	8	12	-3	-9	-81	7
63	CC(C)C(=O)Nc1sc2c(c1C#N)CCCCC2	15	1.3	-0.45	6	23	-1	7	30	-4
64	O=C(OCn1cncn1)c1ccc(Cl)cc1Cl	-21	1.1	-1.2	3	19	-7	9[fluorescence artefact?]	-26	5
65	COc1ccc(S(=O)(=O)Nc2cccc(C)n2)c2ccccc12	4	1	-0.83	6	-9	1	3	4	3
66	CC(CN1CCOCC1)OC(=O)c1ccc2c(c1)OCCO2 (stereo unspecified)	18	1.6	0.13	-2	-16	18	-5	43	-12
67	Cc1ccccc1Cn1c(=N)n(CC(O)c2ccco2)c2ccccc21 (stereo unspecified)	59	1.2	-0.72	7	23	4	1	-4	-11
68	CCN(CC)c1ccc(/C=C/c2nc3ccccc3s2)cc1	-15	nt	0.54	nt	1	0	nt	-24	-2
69	CCOC(=O)Cc1csc(NC(=O)NC2(C(F)(F)F)Oc3cc(Cl)c(Cl)cc3O2)n1	-3	nt	0.11	nt	-7	-7	nt	-13	5
70	Cc1cc2cc3c(cc2nc1SCC(=O)Nc1nc(C)c(C)s1)OCO3	-17	nt	0.47	nt	8	18	nt	-20	24
71	Cc1cccc(C)c1NC(=S)NN(Cc1ccccc1)c1ccccc1	9	nt	-0.54	nt	41	-1	nt	-1	-17
72	COc1ccc(C)cc1N(CC(=O)NC1CCCC1)C(=O)CCC(=O)Nc1cc(C)on1	11	1	1.9	0	-3	-6	-10[fluorescence artefact?]	20	-9
73	Cc1ccccc1OCCNC(=S)Nc1ccccc1	-24	nt	-0.42	nt	9	-2	nt	nt	12
74	COC(=O)c1ccccc1NC(=O)c1ccc(COc2cccc3ccccc23)o1	-21	1.2	0.24	6	11	-9	-2	-4	3
75	O=C(CCCc1ccccc1)NC1CCSC1=O (stereo unspecified)	-18	1.3	-0.46	nt	2	-1	-6	-5	34
76	CC(C)(C)C(=O)CSc1nccc(=O)[nH]1	-42	1.1	0.94	3	12	-12	1	-23	10
